PAFAH2 FP inh = inhibitors of human PAFAH2; inhibition, % at 3.39 µM; 340,000 compounds, 0.99% hits; Q99487; recombinant PAFAH2, FP-rhodamine activity probe, fluorescence polarization;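 active = inhibition above the mean over all tested compounds plus 3 SD, cut at about 30% in these data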;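 note: inhibitors block probe labeling of enzyme so polarization drops; 0% = enzyme with DMSO and 100% = wells lacking PAFAH2 protein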
PAFAH1B2 FP inh = PAFAH1B2 (human) inhibition; P68402; recombinant PAFAH1B2, FP-rhodamine activity probe, fluorescence polarization; inhibition, % at 3.39 µM; 340,000 compounds, 1.2% hits; AID 492953;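 active = inhibition above the mean of all tested compounds plus 3 SD, cut at about 24% in these data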;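 note: 0% = enzyme with DMSO and 100% = wells lacking PAFAH1B2; many of its hits are not listed in these tables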
Target sequence (P68402 whole entry, looked up): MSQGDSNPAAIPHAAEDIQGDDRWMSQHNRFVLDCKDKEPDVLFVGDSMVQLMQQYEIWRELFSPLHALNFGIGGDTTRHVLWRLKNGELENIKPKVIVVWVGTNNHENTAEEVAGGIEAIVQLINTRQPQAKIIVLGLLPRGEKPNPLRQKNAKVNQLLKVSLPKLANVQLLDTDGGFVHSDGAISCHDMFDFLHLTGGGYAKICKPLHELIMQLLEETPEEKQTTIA
PAFAH1B3 inh = inhibitors of human PAFAH1B3; inhibition, % at 3.39 µM; 340,000 compounds, 0.28% hits; recombinant PAFAH1B3, FP-rhodamine probe, fluorescence polarization;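 active = inhibition above the screen-wide average of all tested compounds plus 3 SD, cut at about 25% in these data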;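 note: 0% = enzyme with DMSO only and 100% = wells lacking PAFAH1B3 protein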
Target sequence (Q15102 whole entry, looked up): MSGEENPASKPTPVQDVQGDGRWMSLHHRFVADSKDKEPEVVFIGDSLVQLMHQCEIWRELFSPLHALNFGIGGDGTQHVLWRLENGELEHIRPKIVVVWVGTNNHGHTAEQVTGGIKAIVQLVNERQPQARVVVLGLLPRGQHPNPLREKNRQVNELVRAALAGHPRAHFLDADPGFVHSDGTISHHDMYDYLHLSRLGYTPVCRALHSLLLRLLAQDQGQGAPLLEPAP
* hit, by the source's call.

The first 2 entries, ahead of the listing:
SMILES	PAFAH2 FP inh	PAFAH1B2 FP inh	PAFAH1B3 inh
COc1ccc(C2=CC(=O)C[C@H](CN3C(=O)c4ccccc4C3=O)N(C(=O)OC(C)(C)C)O2)cc1	1	3	9
CCOP(=O)(OCC)/C(C#N)=C/c1cc(OC)ccc1OC	2	-1	-5

The whole of this part, previewed entries included:
SMILES	PAFAH2 FP inh	PAFAH1B2 FP inh	PAFAH1B3 inh
COc1ccc(C2=CC(=O)C[C@H](CN3C(=O)c4ccccc4C3=O)N(C(=O)OC(C)(C)C)O2)cc1	1	3	9
CCOP(=O)(OCC)/C(C#N)=C/c1cc(OC)ccc1OC	2	-1	-5
O=C(c1ccc([N+](=O)[O-])cc1)N(Cc1ccccc1)Cc1ccccc1	0	3	-1
CCOC(=O)C(C)Oc1ccc(C2NC(=O)NC(C)=C2C(=O)Nc2ccccc2C)cc1 (stereo unspecified)	-3	-1	-10
Cc1ccc(S(=O)(=O)/N=C2\C=C(NS(=O)(=O)c3ccccc3)C(=O)c3ccccc32)cc1	30*	3	3
CCOc1ccccc1Nc1nc(N)nc(Cl)c1CC	-1	6	-1
COc1ccc(CCc2ccnc3ccccc23)cc1	-1	5	8
O=C(Nc1ccc(N2CCCC2)c(Cl)c1)c1ccc([N+](=O)[O-])o1	6	-1	6
Cc1cc(O)c(C(=O)/C=C/c2ccc(C(C)C)cc2)c(=O)o1	1	28*	2
CN(C(=O)c1cccc(NC(=O)Cc2ccc(NC(=O)C3CCN(S(=O)(=O)c4cccc([N+](=O)[O-])c4)CC3)cc2)c1)C1CCCC1	-4	-10	-5
Cc1ccc(C(=O)CCC(=O)Nc2cccc(C)c2)cc1	9	2	8
O=C1NC(=O)C2(CCCC2c2ccccc2)N1 (stereo unspecified)	-1	2	7
Cc1nnc(NC(=O)C2CCN(S(=O)(=O)c3ccc(F)c(Cl)c3)CC2)o1	3	8	2
Cc1ccc(OCCNC(=O)c2cccc(S(=O)(=O)N3CCN(Cc4ccccc4)CC3)c2)cc1	-3	7	-6
O=C(Cc1cccc(NC(=O)C2CCN(S(=O)(=O)c3cccc([N+](=O)[O-])c3)CC2)c1)Nc1cccc(C(=O)N2CCCCC2)c1	-1	-3	-12
c1ccc(-c2csc(CN3CCCCC3)n2)cc1	4	3	4
COc1ccc(C2=CC(=O)C[C@H](COCc3ccccc3)N(C(=O)OC(C)(C)C)O2)cc1	6	-2	6
O=C(COc1ccccc1F)OCC(=O)N1CCc2ccccc21	-5	-3	1
CCOc1ccc(NS(=O)(=O)c2cc(C(=O)N3CCN(c4ccccc4O)CC3)ccc2Cl)cc1	6	1	3
COc1ccc(OC)c(C(=O)COC(=O)c2cccnc2SC)c1	-4	7	0
c1cc(N2CCCCC2)nc(N2CCCCC2)n1	-3	2	9
COc1ccc(CNC(=O)CN2C(=O)NC3(CCCc4sccc43)C2=O)cc1 (stereo unspecified)	-2	-2	7
COC(=O)C1=C(C)NC(C)=C(C(=O)OC)C1C(=O)OCC(=O)N1CCCCC1C (stereo unspecified)	4	2	-1
Cc1ccc(NC(=O)c2cc(=O)[nH]c3ccccc23)cc1C	-4	-5	8
CC1CCCCN1CCCNc1c(C=O)c(=O)[nH]c2ccccc12 (stereo unspecified)	-53	7	7
Cc1ccc(NC(=O)COC(=O)c2cc(=O)c3cc(F)ccc3o2)cc1	-4	8	6
C/C(=N/NS(=O)(=O)c1ccc(C)cc1)c1ccc2c(c1)OCO2	8	7	4
S=C1NCC(c2ccccc2)S1 (stereo unspecified)	2	8	8
O=C(C1CCCCC1C(=O)N1CCCCC1)N1CCCCC1 (stereo unspecified)	6	9	15
CCc1cc(C(=O)Nc2cc(S(=O)(=O)N3CCOCC3)ccc2N2CCN(CC)CC2)sc1C	-1	1	2
CCCC(=O)c1ccc(O)cc1O	0	3	5
Cc1ccc2nc(-c3ccccc3)nn2c1	1	4	5
CC(C)(C)OC(=O)N(CCc1ccccc1)Cc1ccc(OCc2cccc(NC(=O)c3ccccc3)c2)cc1	-24	-14	-9
O=[N+]([O-])c1ccc(NN=Cc2cccc([N+](=O)[O-])c2)cc1	14	1	6
Cc1cccc(C)c1N1CCN(CCn2c(=S)[nH]c3ccccc3c2=O)CC1	5	4	-1
COc1cccc(-c2noc(C3CCCN(C(=O)c4cccc(F)c4)C3)n2)c1 (stereo unspecified)	1	-2	14
CCCCNC(=O)c1ccccc1C(=O)NC1(C(=O)NCCCC)CCCC1	-1	0	10
CCSc1nc(COC(=O)NC)c(COC(=O)NC)n1C	5	7	11
C/C(=N/NC(=O)CCc1ccccc1)c1ccc2c(c1)OCO2	-1	2	-6
Oc1cccc(C=NNc2ccccn2)c1	-1	5	3
COc1ccc(S(=O)(=O)N2CCOCC2)cc1NC(=O)/C=C/c1ccccc1	-1	5	1
O=C(NC1CC1)c1cccc(NC(=O)c2cc(S(=O)(=O)N3CCOCC3)ccc2Cl)c1	1	7	-2
COCCCNCc1cc(C)n(-c2cc(S(=O)(=O)N3CCOCC3)ccc2N2CCCC2)c1C	3	2	2
COc1cccc(/C=N/NC(=O)c2cc3c(OC)c(OC)ccc3[nH]2)c1OC	3	5	-2
O=S(=O)(NN=Cc1ccc(O)cc1O)c1cc(Cl)c(Cl)cc1Cl	-1	2	0

Quoted from the results shown, three compounds:
SMILES	PAFAH2 FP inh	PAFAH1B2 FP inh	PAFAH1B3 inh
CCCC(=O)c1ccc(O)cc1O	0	3	5
Cc1ccc2nc(-c3ccccc3)nn2c1	1	4	5
CC(C)(C)OC(=O)N(CCc1ccccc1)Cc1ccc(OCc2cccc(NC(=O)c3ccccc3)c2)cc1	-24	-14	-9

Next section:
SMILES	PAFAH2 FP inh	PAFAH1B2 FP inh	PAFAH1B3 inh
COc1ccc(CN2CCN(C(=O)c3ccc(S(=O)(=O)NCc4ccco4)cc3)CC2)cc1	2	9	3
CN1C/C(=C/c2ccccc2[N+](=O)[O-])C(=O)/C(=C\c2ccccc2[N+](=O)[O-])C1	7	7	7
CCCCN(CCCNC(=O)C1CCN(S(=O)(=O)N2CCOCC2)CC1)Cc1ccccc1	-11	-1	0
COCCNC(=O)c1cc2c(s1)-c1ccc(Cl)cc1SC2	-6	3	11
COc1ccc(C)cc1NC(=O)CSCc1cc(=O)n2c(C)csc2n1	9	1	11
CCOc1ccc(Br)cc1S(=O)(=O)Nc1cccc(S(=O)(=O)N2CCOCC2)c1	0	0	3
CN(CCc1ccccc1)C(=O)c1ccc(NC(=O)Cc2cccc(NC(=O)C3CCN(C(=O)CCc4ccccc4)CC3)c2)cc1	-8	-1	-4
CSCCC(NC(=O)c1ccccc1Cl)C(=O)NCC(c1ccc(F)cc1)N1CCOCC1 (stereo unspecified)	-2	-1	4
c1ccc(CCNc2ccc3c(c2)Cc2ccccc2-3)nc1	0	3	5
C=CCn1c(SCC(=O)N(CC)c2c(N)n(Cc3ccccc3)c(=O)[nH]c2=O)nnc1-c1ccccc1OC	7	2	7
Cn1c(=S)c2[nH]c(SCC3CCCO3)nc2n(C)c1=O (stereo unspecified)	0	7	10
COC1OC2COC(c3ccccc3)OC2C(=O)C1NC(=O)c1ccccc1 (stereo unspecified)	-2	1	2
Cc1c(C(=O)NCc2nnc(-c3ccccc3)o2)oc2c(F)cccc12	-3	0	10
O=C(c1ccc(Cl)cc1)c1cccc(O)c1	-2	2	5
CC(=O)NCCC(=O)Nc1nc(-c2ccc3ccccc3c2)cs1	-2	-2	4
CC(Sc1nnc(-c2ccco2)n1C)C(=O)Nc1ccc(N2CCOCC2)cc1 (stereo unspecified)	0	1	5
Cc1ccc(C(=O)N/C(=C\c2ccco2)C(=O)N2CC(C)OC(C)C2)cc1C (stereo unspecified)	0	7	-5
CCCCCCCCNC(=S)NCCN1CCCCC1	-1	-5	-2
Cc1ccccc1-c1cccc([C@@H]2C[C@H]3[C@H](CON3C)CN2C(=O)CCc2ccccc2)c1	-6	1	3
Cn1cnc([N+](=O)[O-])c1S(=O)(=O)c1ccc(Cl)cc1	6	1	-1
CCC(C)c1ccc(NC(=O)c2c([N+](=O)[O-])cnn2CC)cc1 (stereo unspecified)	-2	7	0
COC(=O)C1=CN(c2cccc(Cl)c2)C=C(C(=O)OC)C1c1cccc(OC)c1	3	0	-5
O=C(COc1ccc(Br)cc1)NNC(=O)c1cc(S(=O)(=O)N2CCOCC2)ccc1Cl	0	14	3
O=C(NNC(=O)c1cc2ccccc2o1)c1ccc(F)cc1	11	4	4
Cn1c(=O)c2[nH]c(CCc3ccncc3)nc2n(C)c1=O	0	4	5
Cc1nc(N2CCN(S(=O)(=O)c3ccccc3)CC2)c2c3c(sc2n1)CC(C)CC3 (stereo unspecified)	-3	6	-2
O=c1ccc2ccc(O)cc2o1	0	9	12
N#C/C(=C/C1=C(N2CCOCC2)C(=C/c2ccc(Cl)cc2Cl)/CC1)C(=O)Nc1ccccc1F	-21	-12	-19
CCOC(=O)C1CCN(C(=O)c2cc3cc(F)ccc3[nH]2)CC1	-3	6	5
Cc1cccc(C(=O)C2CCN(S(=O)(=O)c3cccc(C(=O)O)c3)CC2)c1	-11	-4	-1
CC(=O)Nc1ccc(S(=O)(=O)N2CCC(C(=O)NCCc3ccc(Cl)cc3)CC2)cc1	0	27*	0
O=C(NC1CCCCC1)C(c1ccccc1)N(Cc1ccco1)C(=O)Cn1cnc2ccccc21 (stereo unspecified)	-5	1	-4
O=C(Nc1nnc(C2CC2)s1)c1cc2ccccc2o1	2	-1	2
COc1ccc(OC)c(NC(=O)N2CCCc3ccccc32)c1	0	-2	-1
CC(=O)c1ccc(OCc2cc(C(=O)N3CCCCCCC3)no2)cc1	-4	0	3
COc1cc(OC)c(C(=O)C=Cc2ccc(OC)c(OC)c2)c(OC)c1	6	-3	5
CSCCC(NS(=O)(=O)c1ccccc1)C(=O)Nc1nccs1 (stereo unspecified)	5	9	5
Cc1ccc(C(=O)C[n+]2ccccc2)cc1	-1	4	3
C[C@H]1CN(S(=O)C(C)(C)C)[C@@H](CCO)/C1=C\c1ccccc1 (stereo partly specified)	-2	2	3
CC(C)(C)c1ccc(NC(=O)CON=C(N)c2ccccc2)cc1	1	5	2
CCN(CC)S(=O)(=O)c1ccc(C(=O)NCC(=O)NCCCc2ccccc2)cc1	3	-5	-5
CN(C)S(=O)(=O)c1cccc(NC(=O)COc2ccccc2C(=O)NCc2ccccc2)c1	-13	-1	3
O=[N+]([O-])c1ccc(NN=C(c2ccccc2)c2ccccc2)nc1	6	3	7
S=C(NCCc1cccc(Cl)c1)NC1CCCCC1	-2	3	13
COc1ccc(C(=O)Nc2cccc(C)n2)cc1S(=O)(=O)N1CCCc2ccccc21	2	-1	12
COCC1CCN(C(=O)c2ccc(OC)c(OC3CCN(C(C)C)CC3)c2)CC1	-1	3	6
CCCCN1CC(COCc2ccccc2)Oc2cccc(Oc3ccc(F)cc3)c2S1(=O)=O (stereo unspecified)	-11	-4	-1
CCOC(=O)C(=CNc1ccccc1Cl)C(=O)OCC	-2	3	11
CC(C)Cc1csc(=S)[nH]1	8	-3	13
COc1ccc(S(=O)(=O)N[C@@H](CSCc2ccccc2)C(=O)O)cc1	7	17	9
Cc1ccc(S(=O)(=O)N2CCOCC2)cc1C(=O)OCC(=O)NC1CCCCC1	23	-3	-2
CC(C(=O)Nc1ccccn1)c1ccccc1 (stereo unspecified)	3	1	2
Nc1cc(Cl)nnc1Cl	-1	2	0
O=C(O)c1ccc(NC(=S)Nc2ccc(S(=O)(=O)Nc3ccccn3)cc2)cc1	1	2	1
COCCN(C(=O)c1ccc(N2C(=O)c3ccccc3C2=O)cc1)c1c(N)n(CC(C)C)c(=O)[nH]c1=O	2	-1	2
COc1ccc(C2=NN(C(=O)CCC(=O)O)C(c3ccc([N+](=O)[O-])cc3)C2)cc1 (stereo unspecified)	4	3	6
COc1cc(/C=C(/C#N)C(=O)Nc2cc(C(F)(F)F)ccc2Cl)ccc1OCC(=O)Nc1cccc(C(F)(F)F)c1	4	5	-1
CSCCOC(=O)C1=C(C)NC(=O)NC1c1ccc2c(c1)OCO2 (stereo unspecified)	-6	3	0
Cc1ccc(NC(C(=O)c2ccccc2)c2ccccc2)cc1 (stereo unspecified)	0	3	10
O=C(CCCc1ccccn1)c1ccccc1	-4	2	3
Continuation.
SMILES	PAFAH2 FP inh	PAFAH1B2 FP inh	PAFAH1B3 inh
O=[N+]([O-])c1c(Nc2ccccc2O)cc(Cl)c2nonc12	7	6	9
Cc1ccc(NC(=O)CCNC(=O)c2ccc([N+](=O)[O-])cc2)cc1C	7	3	7
CCCn1c(=O)c2c(C(=O)OCC)cc(-c3ccco3)nc2n(CCC)c1=O	5	3	3
CN/N=C(\Cc1nc2ccccc2[nH]1)c1ccc([N+](=O)[O-])cc1	0	-1	10
O=C(NC1CC1)c1cccc(NC(=O)C2CCC2)c1	-1	10	0
Cc1ccc(C)c(S(=O)(=O)N(C)c2ccc(OC(=O)CN3C(=O)NC4(CCCC4)C3=O)cc2)c1	-1	9	3
O=C(Nc1cc([N+](=O)[O-])c2[nH]c(=O)c3ccccc3c2c1)C(F)(F)F	5	-3	0
O=C(N/N=C/c1coc2ccccc2c1=O)c1ccncc1	-2	7	13
O=C(Nc1ccc2nc(-c3ccco3)c(-c3ccco3)nc2c1)NC1CC1	35*	21	36*

An excerpt of these results, with values under each structure.
Each structure is followed by: PAFAH2 FP inh | PAFAH1B2 FP inh | PAFAH1B3 inh
CN/N=C(\Cc1nc2ccccc2[nH]1)c1ccc([N+](=O)[O-])cc1
  0 | -1 | 10
O=C(Nc1cc([N+](=O)[O-])c2[nH]c(=O)c3ccccc3c2c1)C(F)(F)F
  5 | -3 | 0
O=[N+]([O-])c1c(Nc2ccccc2O)cc(Cl)c2nonc12
  7 | 6 | 9
CCCn1c(=O)c2c(C(=O)OCC)cc(-c3ccco3)nc2n(CCC)c1=O
  5 | 3 | 3

A portion of the library; rates above refer to the full screens.
